# FEN1 inhibitor – human FEN1 inhibition; P39748; Recombinant FEN1 flap cleavage, fluorescence, 15 min; Potency, µM (top dose mostly 114 µM), for inactives: top-dose activity change, negative = inhibition, most hits filed as inhibitors; 0.35% of 390,000 active; also: nearly all actives have a fitted effect of over 65% in size
#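 Recombinant FEN1 (10 nM) was preincubated with pin-transferred compounds for 15 min at room temperature, then flap DNA substrate (50 nM final) was added. Plates were read at 0 and 15 min, and normalized concentration–response data were fitted to a four-parameter Hill equation.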
# KAT2A inh – inhibitors of human GCN5L2 histone acetyltransferase. GCN5L2 HAT assay, ThioGlo1 CoA-SH fluorescence. Potency, µM (doses to about 58.9 µM), for the others: at the top dose activity change, negative = inhibition, actives largely listed as inhibitors. Q92830. 0.21% of 390,000 active
# Target sequence (Q92830 whole entry, looked up): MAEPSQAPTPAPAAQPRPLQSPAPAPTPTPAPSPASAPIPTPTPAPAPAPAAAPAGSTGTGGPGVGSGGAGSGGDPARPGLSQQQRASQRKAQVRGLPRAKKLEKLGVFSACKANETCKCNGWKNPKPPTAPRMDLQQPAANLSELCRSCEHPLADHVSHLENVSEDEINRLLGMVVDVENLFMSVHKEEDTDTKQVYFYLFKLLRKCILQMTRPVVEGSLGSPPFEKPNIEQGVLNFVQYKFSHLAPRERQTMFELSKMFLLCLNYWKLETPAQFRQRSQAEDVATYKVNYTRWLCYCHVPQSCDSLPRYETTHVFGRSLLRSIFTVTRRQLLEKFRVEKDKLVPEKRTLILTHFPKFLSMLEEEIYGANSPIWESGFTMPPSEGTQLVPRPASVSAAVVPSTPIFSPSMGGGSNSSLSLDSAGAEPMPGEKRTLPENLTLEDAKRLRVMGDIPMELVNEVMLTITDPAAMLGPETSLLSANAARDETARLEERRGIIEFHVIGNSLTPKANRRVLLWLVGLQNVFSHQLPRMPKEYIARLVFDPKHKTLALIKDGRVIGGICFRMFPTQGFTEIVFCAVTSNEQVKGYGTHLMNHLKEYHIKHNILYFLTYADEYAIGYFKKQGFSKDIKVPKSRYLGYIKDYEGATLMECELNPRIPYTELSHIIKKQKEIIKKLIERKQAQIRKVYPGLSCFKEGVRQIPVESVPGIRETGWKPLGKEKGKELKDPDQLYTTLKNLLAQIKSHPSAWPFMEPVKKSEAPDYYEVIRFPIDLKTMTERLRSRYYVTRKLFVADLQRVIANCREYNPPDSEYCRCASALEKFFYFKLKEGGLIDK
#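 Preincubate 20nM GCN5L2 with compound 15 min, RT → add 50uM ThioGlo1 + 75uM H3(1-25) + 70uM acetyl-CoA → read fluorescence 0 and 20 min. Primary qHTS; fluorescent artifacts likely.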
# N370S GC – inhibitors or activators of N370S glucocerebrosidase for Gaucher disease | 0.092% of 330,000 active | Potency, µM (highest dose often 59.4 µM), for inactives: at the top dose activity change, negative = inhibition, most hits filed as inhibitors | N370S GC spleen homogenate, 4MU-glucoside fluorescence | P04062;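 also: 0% = full enzyme activity and -100% = no enzyme basal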
# Active calls of the source: *; u = inconclusive; x = no result given; & = joins results of further samples; [ ] = remark or other dose. Calls follow the shape of the dose curve; as a rule, active = well fitted curve in the direction sought with a large enough effect; inconclusive = small, poorly fitted or top-dose-only effect, or another doubt; inactive = no such curve, though single readings can be large; an effect the other way counts as inactive or inconclusive. Unless noted, % is scaled to controls: 0 for no effect and ±100 for the full control effect; potency is read from the fitted curve at half-maximal effect. Not all compounds are listed; the hit share may differ from the screen's.
SMILES,FEN1 inhibitor,KAT2A inh,N370S GC
O=C(CSc1nccn1Cc1ccco1)Nc1ccc(F)cc1,-5%&18%,3%&0%,7%
COc1ccc(-c2cc3nc(C)c(CCC(=O)NC(C)CCc4ccco4)c(C)n3n2)c(OC)c1 (stereo not given),-18%,2%,-13%
COC1=CC(C)C2CC3OC(=O)CC4C(C)=C(OC)C(=O)C([C@]2(C)C1=O)[C@]34C (stereo not given in full),x,5%,-8%
Cc1cc(F)ccc1N1CCC(N2CCN(C(C)C)C(CCO)C2)CC1 (stereo not given),-3%,2%,-16%
CCc1cccc(NS(=O)(=O)c2ccc3c(c2)NC(=O)C(C)S3)c1 (stereo not given),-22%,u,-3%
COc1cc2c(cc1NC(=O)CSc1ccc(Cl)cc1)oc1ccccc12,-15%,-5%,u
Cc1cc(C2CCCCC2)n(O)c(=O)c1,0%,u,u
O=C1c2ccccc2C(=O)N1CCCC[C@]12Cc3ccccc3C(O1)c1c(c3ccccc3oc1=O)O2,x,-9%[12.7 µM],2%[12.8 µM]
CCCOc1ccc(C(=O)Nc2cc(-c3nc4cc(C)cc(C)c4o3)ccc2C)cc1,-17%,-8%,x
CCC(=O)NC(=S)Nc1c(C)cc(Br)cc1C,6%,0%,10%

# 7 compounds from above, limited to FEN1 inhibitor and N370S GC:
Molecule	FEN1 inhibitor	N370S GC
Cc1cc(F)ccc1N1CCC(N2CCN(C(C)C)C(CCO)C2)CC1 (stereo not given)	-3%	-16%
O=C1c2ccccc2C(=O)N1CCCC[C@]12Cc3ccccc3C(O1)c1c(c3ccccc3oc1=O)O2	x	2%[12.8 µM]
CCc1cccc(NS(=O)(=O)c2ccc3c(c2)NC(=O)C(C)S3)c1 (stereo not given)	-22%	-3%
CCC(=O)NC(=S)Nc1c(C)cc(Br)cc1C	6%	10%
COc1cc2c(cc1NC(=O)CSc1ccc(Cl)cc1)oc1ccccc12	-15%	u
COC1=CC(C)C2CC3OC(=O)CC4C(C)=C(OC)C(=O)C([C@]2(C)C1=O)[C@]34C (stereo not given in full)	x	-8%
CCCOc1ccc(C(=O)Nc2cc(-c3nc4cc(C)cc(C)c4o3)ccc2C)cc1	-17%	x

# New compounds follow
SMILES,FEN1 inhibitor,KAT2A inh,N370S GC
COc1ccccc1N(CC(=O)NC1CCCC1)S(=O)(=O)c1cccc(C(F)(F)F)c1,-5%,-4%,6%
CCN(CC)S(=O)(=O)c1ccc(N2CCOCC2)c(C(=O)O)c1,-5%,4%,16%
Cc1c(Cl)cccc1NC(=O)C1CCN(c2cnccn2)CC1,16%,4%,-1%
O=C(CCCc1c[nH]c2ccccc12)N1CCN(S(=O)(=O)c2cccs2)CC1,-14%,-3%,-28%
COc1ccccc1CNC(=O)c1cc2cc3ccc(Cl)cc3nc2o1,0%,3%,x
O=C(Cn1ncc2c3ccccc3n(Cc3ccc(Cl)cc3)c2c1=O)NCCCc1ccccc1,-7%,-7%,x
CCc1ccc(NC(=O)C(=O)NCCOc2ccccc2Cl)cc1,-1%,-7%,-2%
COc1ccccc1N1CCN(CC(=O)c2c(N)n(C)c(=O)n(C)c2=O)CC1,5%,-1%,-2%
Cc1ccc(S(=O)(=O)N2CCN(C(=O)COC(=O)CNC(=O)c3ccccc3)CC2)c(C)c1,3%,-10%,-5%
CCCCCNC(=O)CSC1=N/C(=C\c2ccc(Cl)c(Cl)c2)C(=O)N1CC,10%,-6%,-6%
CCCCN(C(=O)CCCc1nc2ccccc2c(=O)[nH]1)c1c(N)n(CCCC)c(=O)[nH]c1=O,-11%,0%,4%
O=C(COC(=O)/C=C/c1ccc(F)cc1)Nc1nnc(-c2ccccc2)o1,11%,-2%,x
CSc1ccccc1NC(=O)N1CCC(CO)(CC2CCCCO2)CC1 (stereo not given),-2%,2%,3%
O=C(NNC(=O)C1CC(c2cccs2)=NO1)Nc1ccc(Cl)cc1 (stereo not given),4%,-23%,-9%
O=C(CN1C(=O)NC2(CCCc3ccccc32)C1=O)N1CCCCC1 (stereo not given),3%,-3%,-1%
Cc1cccc(NCC(=O)N/N=C/c2cccc(Br)c2)c1,16%,1%,-6%
CN(C)CCn1c(C(=O)Nc2ccccc2)cc2ccccc21,-11%,-6%,-23%
Cc1ccc(S(=O)(=O)N2CCN(C(=O)CN3C(=O)NC4(CCOc5ccccc54)C3=O)CC2)cc1 (stereo not given),14%,-4%,-3%
CCCCC(=O)Nc1cccc(-c2nc3ncccc3o2)c1C,1%&15%,-11%&-6%,6%
CC1CCN(C(=O)CCCOc2ccc(Cl)cc2)CC1,-16%,-1%,26%
CC(=O)c1cccc(OCc2cc(C(=O)N3CCSCC3)no2)c1,5%,-25%,-14%
Cc1c(Br)c([N+](=O)[O-])nn1CC(=O)N1CCc2ccccc2C1,-5%,-1%,-1%
Cc1ccc(Cn2c(SCCN3CCOCC3)nc3c2c(=O)n(C)c(=O)n3C)cc1,9%,-4%,-3%
Cc1noc(C)c1C(=O)N1CCCC(C(=O)c2cccc(OC(C)C)c2)C1 (stereo not given),-3%,-14%,-2%
O=S(=O)(Nc1cccc(S(=O)(=O)N2CCCCC2)c1)c1ccc(Cl)s1,2%,-9%,x
CC(NS(=O)(=O)/C=C/c1ccccc1)C(=O)O (stereo not given),10%,1%,1%
COC(=O)N1CCC2(CCCN(Cc3ccccc3)C2)CC1,x,5%,-4%
CC1CCCC(C)N1C(=O)COC(=O)Cc1c[nH]c2ccccc12 (stereo not given),-2%,1%,4%
O=C(NNC(=O)C1CCCO1)c1ccccc1Cl (stereo not given),-3%,0%,1%
CN1N=C2c3ccccc3CCCC2C1c1ccc(F)cc1 (stereo not given),-8%,-7%,-4%

# 5 of the entries above in order of their number in KAT2A inh, smallest number first:
mol,KAT2A inh,N370S GC
O=S(=O)(Nc1cccc(S(=O)(=O)N2CCCCC2)c1)c1ccc(Cl)s1,-9%,x
CN1N=C2c3ccccc3CCCC2C1c1ccc(F)cc1 (stereo not given),-7%,-4%
O=C(NNC(=O)C1CCCO1)c1ccccc1Cl (stereo not given),0%,1%
CC(NS(=O)(=O)/C=C/c1ccccc1)C(=O)O (stereo not given),1%,1%
COC(=O)N1CCC2(CCCN(Cc3ccccc3)C2)CC1,5%,-4%

# Next part
SMILES,FEN1 inhibitor,KAT2A inh,N370S GC
CC1CN(C2CCN(C(=O)c3ccccc3)CC2)CC(C)O1 (stereo not given),-5%,-6%,-2%
Cc1c(C(=O)O)nnn1-c1ccccc1,-13%,-3%,5%
COC(=O)c1cnn(-c2nc(OC)cc(OC)n2)c1C,7%,-1%,15%
CC(C)C(=O)N1N=C2CCCCC2C1(O)C(F)(F)F (stereo not given),5%,-2%,3%
COc1ccc(-n2ccnc2SCC(=O)Nc2nnc(C)s2)cc1,0%,-3%,x
O=c1cc(CN2CCN(C/C=C/c3ccccc3)CC2)c2cc(O)c(-c3ccccc3)cc2o1,3%,1%,-12%
COc1cc(/C=C/c2cc(OC(C)=O)c3ccccc3n2)c(OC(C)=O)c([N+](=O)[O-])c1,-11%,4%,-3%[12.8 µM]
CCCN1CCC(=O)N(C(CSc2ccc(Br)cc2)Cc2ccccc2)CC1 (stereo not given),0%,x,-2%
COc1ccc(NC(=O)c2cccc(N3C(=O)C4C5C=CC(C6CC56)C4C3=O)c2)c(OC)c1 (stereo not given),-11%,-14%,-15%
Nc1c(N(CCO)C(=O)/C=C/c2ccco2)c(=O)[nH]c(=O)n1Cc1ccccc1,19%,1%,-3%
CSc1ccc(OC2CCN(Cc3ccccc3)CC2)cc1,-2%,-1%,-9%
Cn1ncc([N+](=O)[O-])c1C(=O)NC1CCCCC1,-6%,-17%,-3%
O=C1CCCC(=O)C1CS(=O)(=O)c1ccccc1,-10%,-2%,3%
COc1cc(C(=O)c2ccccc2Cl)c([N+](=O)[O-])cc1OC,-4%,-1%,-3%
CC(C)c1ccc(C(=O)N2CCN(c3cnn(C)c(=O)c3Cl)CC2)cc1,2%,-3%,-8%
COc1cccc(C(=O)Nc2nnc(C(C)C)s2)c1,8%,2%,8%
O=C(Nc1c(C(=O)Nc2ccc3c(c2)OCCO3)cnn1-c1ccccc1Cl)c1ccco1,-7%,-16%,-13%
Cc1cccc(-n2cnc(C(=O)NNC(=S)Nc3ccc(Cl)cc3)c2)n1,1%,-3%,-5%
COc1ccc(C(CC(=O)O)NC(=O)c2ccco2)cc1OC (stereo not given),0%,-5%,5%
Cc1ccc(N(C)S(=O)(=O)c2cccc(C(=O)Nc3nc4ccccc4[nH]3)c2)cc1,-14%,-12%,7%

# Two entries from above in another layout:
SMILES: Cn1ncc([N+](=O)[O-])c1C(=O)NC1CCCCC1
  FEN1 inhibitor = -6% | KAT2A inh = -17% | N370S GC = -3%
SMILES: O=C1CCCC(=O)C1CS(=O)(=O)c1ccccc1
  FEN1 inhibitor = -10% | KAT2A inh = -2% | N370S GC = 3%

# Next section.
SMILES,FEN1 inhibitor,KAT2A inh,N370S GC
Cc1ccc(S(=O)(=O)N2CCCCC2)cc1NC(=O)COC(=O)c1c(F)cccc1F,-16%,-15%,14%
COc1ccc(NC(=O)COC(=O)CNC(=O)C2CCCCC2)cc1OC,-6%,-4%,x
O=C(CN1CCCCC1)Nc1ccc(NC(=O)c2ccc(Cl)cc2)cc1Cl,-1%,u,4%
CCOC(=O)c1cc(-c2ccccc2)n(CC(=O)O)c1C,1%,-17%,12%
O=C(CN1CCN(S(=O)(=O)c2ccc(F)cc2)CC1)Nc1ccc2c(c1)OCO2,-1%,-6%,-2%
COc1cc(OC)cc(C(=O)n2nc(C)cc2C)c1,-9%,0%,12%
COc1cc(CCC(=O)OCC(=O)Nc2ccc(C(N)=O)cc2)cc(OC)c1OC,0%,-2%,3%
Cc1ccc(C(=O)N(Cc2cccnc2)Cc2cc3cc(C)ccc3n3nnnc23)cc1,24%,-1%,12%
Cc1cccc(C)c1NC(=O)CN(C)C(=O)c1cccc(S(=O)(=O)N2CCN(c3ccc(F)cc3)CC2)c1,-8%,-17%,-8%
O=C(c1ccco1)N1CCN(C(=O)c2ccccc2NS(=O)(=O)c2ccc(F)cc2)CC1,-2%,-2%,-5%
CCN(C[C@H]1N[C@@](C)(C(=O)OC)[C@H]2C(=O)N(C)C(=O)[C@@H]12)C(=O)c1ccc(C(C)(C)C)cc1,-1%,-5%,x
Cc1noc(NS(=O)(=O)c2ccc(NC(=O)CCn3c(=O)oc4ccccc43)cc2)c1C,-22%,-8%,9%
CC1CCC(C(C)C)C(OC(=O)Cn2c(-c3ccc(Cl)cc3)[n+](C)c3ccccc32)C1 (stereo not given),6%,-1%,-11%
Cc1c(C(N)=O)sc2ncn(CC(=O)N3CCC(C)CC3)c(=O)c12,-11%,-2%,26%
c1ccc(-c2nc(SCc3nc4ccccc4[nH]3)c3oc4ccccc4c3n2)cc1,-11%,-3%,x
Cc1ccc(NC(=O)CN(c2ccc(Cl)cc2)S(=O)(=O)c2cc([N+](=O)[O-])ccc2Cl)c(C)c1,-5%,-4%,u
COc1ccc(C(=O)NNC(=O)C(=O)NC(C)c2ccccc2)cc1OC (stereo not given),2%,0%,-5%
N#Cc1sc(NCc2cccc(Cl)c2)nc1Cl,u,2%,-2%
CCOc1ccc(Cc2nnc(SCC(=O)c3ccc(OC)cc3)o2)cc1,-11%,-7%,3%
CC(NC(=O)c1ccc(Br)cc1)c1ccccc1 (stereo not given),-13%,1%,14%
COc1ccccc1N1CCN(C(=O)c2noc(C(C)C)c2[N+](=O)[O-])CC1,18%,u,-4%
COc1cccc(C2c3c(oc4ccc(F)cc4c3=O)C(=O)N2CCN2CCOCC2)c1OC (stereo not given),3%,1%,-2%
Fc1ccccc1N1CCN(c2nc3ccccc3n3nnnc23)CC1,1%,-2%,-4%
Cc1oc(-c2ccc(Cl)cc2)nc1CN1CCCC(C(=O)NCc2ccccc2)C1 (stereo not given),-4%,1%,x
COc1cc(/C=N/NC(=O)c2cc(-c3cccn3C)n[nH]2)cc(OC)c1OC,u,-2%,1%
O=c1c2[nH]c3ccc(Cl)cc3c2ncn1CCN1CCCCC1,11%,2%,-5%
CCCCN(CCCNC(=O)c1c(C)oc2nc[nH]c(=O)c12)Cc1ccccc1,0%,-2%,x
Cn1c(SCC(=O)Nc2ccccc2F)nnc1-c1cccnc1,-2%,2%,-10%
CCOC(=O)/C(=N\Nc1ccccc1Cl)N1CCN(Cc2ccccc2)CC1,-2%,-5%,u
CCn1cc(S(=O)(=O)NCCc2ccccc2OC)cn1,5%,3%,-1%
COc1ccc(Cc2nc(-c3ccc(Br)o3)no2)cc1OC,-20%,-6%,0%
O=C1NC(Cc2ccccc2)C(=O)N1Cc1cc([N+](=O)[O-])cc2c1OCOC2 (stereo not given),-1%,-4%,-2%
COc1ccc(Nc2nnc(SCC(=O)Nc3ccc4[nH]c(=O)[nH]c4c3)s2)cc1,-36%,-9%,-5%
CC(=O)N1CCN(S(=O)(=O)c2cccc(C(=O)NC3CCC(C)CC3)c2)CC1 (stereo not given),-3%,-7%,-1%
Cc1cccc(-n2ncc3c(N4CCN(c5ccccc5)CC4)ncnc32)c1,11%,-3%,x
N/C(=N/OC(=O)c1ccc(Cl)cc1)c1ncc([N+](=O)[O-])s1,3%,-4%,1%
CC(=O)Nc1cccc(C(=O)OCCCOc2ccc(F)cc2)c1,-3%,u,-6%
Cn1c(/C(C#N)=C/c2ccc(O)cc2)nc2ccccc21,-21%,-8%,-18%

# Bioassay records deposited in PubChem by National Center for Advancing Translational Sciences (NCATS).
